Assay outcomes as filed in PubChem.
Akt phos inh = Akt phosphorylation inhibition; AID 651550; activity change, % for hits at 50 µM; Neuro2A IGF-stimulated pAkt S473 HTRF, 20 min; stronger effect = lower value; 0.32% of 360,000 active; in the data active = activity change below about -80%; inconclusive = mostly about -51% to -80%; note: % is set by controls: 0 for no effect and ±100 for the full control effect
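Neuro2A cells in DMEM with 0.5% FBS, overnight at 37 deg C, given compound at single 50 µM final, then IGF (6 nM final) for 20 min at 37 deg C. Lysed; phospho-Akt Ser473 by HTRF after 24 h, 665/615 ratio.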
ATXN viability = cell viability loss in ATXN counter-screen; S2 cells (HEK-293 line with an ATXN2-luciferase reporter) viability, CellTiter-Fluor protease fluorescence, 24 h; Potency, µM (top dose mostly 56.7 µM), most hits filed as cytotoxic; 0.49% of 400,000 active; AID 651635; note: potency is the fitted concentration of half-maximal effect; nearly all actives have a fitted effect of over 40% in size
Nrf2 ARE act = activators of Nrf2 (ARE) signaling; AREc32 ARE-luciferase reporter (MCF7-derived line), luminescence, 24 h; Potency, µM (doses to about 46.1 µM), for inactives: at the top dose activation, usual class: activators; 0.31% of 410,000 active; AID 624171; note: potency is the fitted concentration of half-maximal effect; % of control where 0% means no effect; nearly all actives have a fitted effect of over 65% in size
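ARE-driven firefly luciferase activity in AREc32 cells measured after a 24 hr compound exposure at 37 deg C, using Steady-Glo reagent and a 30 min room-temperature hold.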
A549 tox = A549 cytotoxicity, counter-screen for Nrf2 inhibitors; Potency, µM (highest dose often 46 µM), for the others: top-dose activity change, negative = cytotoxicity, actives largely listed as inhibitors; A549 ARE-Fluc cells, CellTiter-Fluor viability, 18-24 h; 0.16% of 390,000 active; AID 504648; note: potency is the fitted concentration of half-maximal effect; % is set by controls: 0 for no effect and ±100 for the full control effect
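A549 ARE-Fluc cells in 5% FBS OPTI-MEM, 5000 cells/well, rested 2 h then exposed to compounds in concentration-response for 18-24 h at 37 °C. Viability by CellTiter-Fluor fluorescence (Ex 405/Em 525) after 30 min; luciferase luminescence (BugLite, 15 min, RT) read afterwards.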
TGFb SMAD3 inh = blocks TGF-b signaling; 1.2% of 410,000 active; Potency, µM (doses to about 46.1 µM), inactives show at the top dose activity, negative = inhibition, actives largely listed as inhibitors; AID 588855; HepG2 CAGA-GFP TGF-b/SMAD3 reporter, GFP fluorescence, 18 h; TGF-beta stimulated, 500 pg/mL final; note: potency is the fitted concentration of half-maximal effect; % is set by controls: 0 for no effect and ±100 for the full control effect; nearly all actives have a fitted effect of over 65% in size
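HEPG2 CAGA-GFP reporter cells (1000/well, DMEM with 1% FBS) received compounds, then recombinant TGF-beta at 500 pg/mL final for 18 hours at 37 degrees C. Per-cell GFP summed per well was normalised to unstimulated and stimulated DMSO controls before curve fitting.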
CCT chaperon mod = cytosolic chaperonin activity modulation. purified chaperonin ATPase assay, HTRF ADP detection, 30 min. activity change, % (concentration not given with the values), hits read low. 0.3% of 360,000 active. AID 651819; in the data active = activity change below about -30%; note: % is set by controls: 0 for no effect and ±100 for the full control effect
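TRiC (40 or 20 nM final, by batch activity) in 30 mM Tris pH 7.4, 100 mM KCl, 5 mM MgCl2, 1 mM DTT was treated with compound at 76 uM single dose, then 10 uM ATP, 30 min at 37 °C. ADP was read by HTRF Transcreener.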
MmCpn inh = inhibitors of Methanococcus maripaludis chaperonin (MmCpn) | purified Mm-Cpn ATPase, ADP Transcreener TR-FRET | Potency, µM (titrated, usually from 76.9 µM), for inactives: top-dose activity, negative = inhibition, actives largely listed as inhibitors | AID 504842 | 0.031% of 330,000 active; note: potency is the fitted concentration of half-maximal effect; % is set by controls: 0 for no effect and ±100 for the full control effect; nearly all actives have a fitted effect of over 80% in size
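Measured: ADP formation by purified Mm-CPN. Conditions: 25 nM protein, 10 uM ATP, Tris pH 7.4 with Mg2+, K+ and DTT, 37°C for 30 min. Detection: Transcreener HTRF after 30 min at room temperature.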
Nrf2 block = inhibitors of Nrf2 signaling; A549 ARE-Fluc reporter, luciferase luminescence, 18-24 h; Potency, µM (titrated, usually from 46 µM), for inactives: at the top dose activity change, negative = inhibition, actives largely listed as inhibitors; 2.1% of 360,000 active; note: potency is the fitted concentration of half-maximal effect; % is set by controls: 0 for no effect and ±100 for the full control effect; nearly all actives have a fitted effect of over 60% in size
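Cells were seeded and rested 2 h, then exposed to compounds for 18-24 h. CellTiter-Fluor was read first as a viability measure. BugLite was added 15 min before the final luminescent read of ARE-luciferase activity in A549 cells.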
HepG2 viability = kills HepG2 cells in TGF-b inhibitor counter-screen | AID 588856 | 0.76% of 410,000 active | HepG2 CAGA-GFP viability, ATP luminescence, 18 h | Potency, µM (titrated, usually from 46.1 µM), for inactives: at the highest dose activity change, negative = cytotoxicity, actives largely listed as cytotoxic; note: potency is the fitted concentration of half-maximal effect; some results filed as inactive show a strong effect at the top dose
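CellTiter-Glo luminescence gave cytotoxicity after 18 hours at 37 degrees C. The cells were HepG2 CAGA-GFP in 1% FBS DMEM, stimulated with 500 pg/mL TGF-beta after compound addition. %Activity was normalised to no-cell wells (complete cell-killing) and DMSO (no toxicity), and curves were fitted and classified.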
An asterisk follows results filed as active; i = inactive; ? = inconclusive; . = no result given; [ ] = dose if it differs, or a comment. Unless noted, calls come from the whole dose curve; as a rule, active = well fitted curve in the direction sought with a large enough effect; inconclusive = small, poorly fitted or top-dose-only effect, or another doubt; inactive = no such curve, though single readings can be large; an effect the other way counts as inactive or inconclusive.

SMILES	Akt phos inh	ATXN viability	Nrf2 ARE act	A549 tox	TGFb SMAD3 inh	CCT chaperon mod	MmCpn inh	Nrf2 block	HepG2 viability
COc1ccc(S(=O)(=O)N(Cc2cc3cc(C)ccc3[nH]c2=O)CC2CCCO2)cc1 (stereo unspecified)	i	?	0.0%	-15.7%	-17.1%	0.5	0.9%	-5.3%	-20.6%
O=C(COC(=O)c1ccc(CO)cc1)Nc1ccc2ccccc2c1	i	i	0.3%	-2.7%	-4.4%	-2.2	-15.8%	8.8%	-6.2%
CC1(C)NC(=O)N(CC(=O)OCC(=O)c2ccc(Cl)s2)C1=O	i	i	0.0%	2.9%	-5.8%	-1.2	-5.0%	-2.6%	-5.9%
COc1ccc(OC)c(Nc2nc(NCc3ccco3)c3ccccc3n2)c1	i	.	-1.2%	-18.2%	?	-1.6	-5.4%	-37.4%	-52.7%
Cc1ccc(Cn2nnc3c(=O)[nH]c(C(=O)NCc4ccco4)nc32)cc1	i	i	-0.3%	-18.5%	9.2%	-0.9	-0.5%	?	1.7%
COc1ccc(NS(=O)(=O)c2cccc(C(=O)N3CCCCCCC3)c2)cc1	i	i	0.2%	-7.4%	-22.5%	-0.2	0.6%	?	-29.8%
O=S(=O)(c1ccccc1)N(Cc1nc(-c2ccccc2)no1)C1CCCCC1	i	i	0.0%	4.5%	-3.0%	-1.3	-0.4%	.	-9.2%
CSc1ncc(CNc2cc([N+](=O)[O-])ccc2C)c(N)n1	.	i	6.8%	-0.6%	?	.	.	-24.9%	-7.3%
COc1ccccc1/C=N/n1cnnc1	i	i	-0.8%	-3.5%	-3.9%	-6.8	-3.1%	-9.9%	-43.3%
CN(C)c1ccc(CNc2ccc3c(c2)ncn3C)cc1	i	i	3.7%	-24.2%	0.7%	-2.1	0.2%	-21.4%	-19.2%
Cc1ccc(C(=O)Oc2coc(CSc3nnc(NC(=O)c4cccs4)s3)cc2=O)cc1	i	i	-1.4%	-0.5%	-26.0%	1.0	-5.2%	6.51µM*	-1.4%
CCOc1ccc(-c2nonc2NC(=O)c2oc3ccc(Cl)cc3c2C)cc1	.	.	-0.2%	-7.4%	?	.	.	2.5%	4.5%
CC(C)C[C@H]1CNC(=S)N1CC1CCCN1C[C@H](Cc1ccccc1)N1C[C@H](Cc2ccc(O)cc2)N(CC2CCCCC2)C1=S (stereo partly specified)	i	i	-1.2%	-17.0%	8.91µM*	-2.7	.	?	-6.7%
Cc1ccc(OCc2nc(-c3ccc(C(=O)NCCc4ccc(S(N)(=O)=O)cc4)cc3)oc2C)cc1	.	i	0.5%	0.3%	-7.8%	.	.	-13.2%	-43.8%
O=S(=O)(c1ccccc1)c1nc(-c2ccco2)oc1NCc1ccccc1	i	i	2.5%	-0.4%	?	-1.5	-2.7%	.	-12.5%
CC(=O)Nc1cccc(OC(=O)N2CCOCC2)c1	i	?	0.3%	-0.8%	2.0%	1.2	2.3%	.	18.1%
CCN(CC(=O)Nc1ccc(OC)cc1)C(=O)c1ccc([N+](=O)[O-])cc1	i	i	0.6%	28.5%	-12.0%	0.9	0.0%	-6.2%	-18.1%
CCCCSc1nnc(CCNC(=O)OC(C)(C)C)o1	i	i	-0.1%	0.1%	?	0.9	2.0%	0.0%	-8.1%
Cc1ccc(S(=O)(=O)N(C)CC(=O)N2CCC(C(N)=O)CC2)cc1	i	i	-0.3%	4.2%	2.4%	-4.1	1.4%	10.1%	-1.3%
COc1ccc(C2CC(c3ccccc3)=NN2S(=O)(=O)c2ccc(C)cc2)c(OC)c1 (stereo unspecified)	i	?	-0.7%	3.1%	-8.7%	-0.5	0.7%	-4.0%	1.7%
CC(=O)CC(C)(C)Nc1nc2ccc([N+](=O)[O-])cc2o1	i	i	1.9%	-10.9%	7.0%	-0.9	2.2%	?	-5.1%
O=C(O)c1ccc2c(=O)n(-c3ccccc3)c(=S)[nH]c2c1	i	i	0.1%	-2.0%	-1.5%	0.5	1.4%	10.8%	3.3%
c1ccc(CSCc2ccccc2)cc1	i	i	0.5%	2.1%	31.6%	-0.3	0.6%	0.2%	-13.6%
COc1ccc(S(=O)(=O)N2CCOCC2)cc1NC(=O)/C=C/c1ccccc1	i	i	0.2%	0.4%	-3.3%	-1.1	-1.8%	-9.4%	-0.7%
Cc1ccc2nsnc2c1S(=O)(=O)N(Cc1ccco1)Cc1cc2ccc(C)c(C)c2[nH]c1=O	i	?	0.0%	2.0%	-6.6%	0.4	-0.3%	?	-19.5%
CC(C)(C)C1=CC(=Nc2ccccc2N)C=C(C(C)(C)C)C1=O	i	i	8.5%	?	?	-0.3	-0.8%	?	-49.5%
Cc1ccc(S(=O)(=O)C(C#N)c2nc3ccccc3nc2N2CCN(C)CC2)cc1 (stereo unspecified)	i	i	-0.1%	-15.1%	?	-0.2	-3.6%	12.0%	-48.4%
CCc1cc(C(=O)Nc2cc(S(=O)(=O)N3CCOCC3)ccc2N2CCN(CC)CC2)sc1C	i	i	-0.1%	2.0%	1.0%	-3.1	.	4.9%	14.9%
CCOc1ccc2nc(N3CCCC(C(=O)Nc4ccc(Br)c(C)c4)C3)sc2c1 (stereo unspecified)	.	.	0.7%	0.4%	48.6%[activator]	.	.	?	-0.6%
COc1ccc2oc(CS(=O)c3ccccc3)c(C(=O)O)c2c1 (stereo unspecified)	i	i	-1.2%	-1.3%	-3.1%	-0.3	1.0%	6.6%	1.4%
CC(C)(C)S(=O)(=O)N1C[C@H]2CC/C=C\C/C=C\2[C@@H]1CCO	i	i	3.1%	.	3.2%	1.1	.	.	3.1%
Cc1ccc(S(=O)(=O)NCCC(=O)N2CCN(C/C=C/c3ccccc3)CC2)cc1	i	?	4.9%	-6.2%	?	-1.4	-1.9%	?	-19.2%
C[C@H](CO)N1C[C@H](C)[C@@H](CN(C)C(=O)Cc2ccccc2)OCc2cnnn2CCCC1=O	i	i	-0.5%	.	5.4%	-0.5	.	.	-26.8%
Cc1ccc(/C=C2\Oc3cc(OC(=O)N4CCOCC4)ccc3C2=O)cc1	i	i	0.2%	0.8%	8.7%	-0.9	0.9%	4.6%	3.0%
O=C(O)c1ccc(C(=O)O)c(C(=O)c2ccc(NC(=O)c3ccccc3)cc2)c1	i	i	-1.1%	-6.4%	-2.6%	-0.4	0.9%	3.1%	1.1%
CCOc1ccc(NC(=S)N2CCN(CCN3C(=O)c4cccc5cccc(c45)C3=O)CC2)cc1	i	?	14.8%	1.9%	-11.8%	-5.2	1.7%	4.3%	-24.8%
CCOC(=O)[C@H]1[C@H]2COc3cc(OC)ccc3[C@@H]2N2C(=O)CN(Cc3ccco3)C(=O)[C@@]12C	i	i	3.1%	3.2%	-5.1%	-1.8	-1.9%	-2.7%	-73.3%
Cc1ccccc1NC(=O)CN1C(=O)C(C)(C)c2ccccc21	.	?	-0.6%	-11.6%	-21.2%	.	.	.	-30.5%
COc1cccc(CNC(=O)c2cccc(-n3c(C)nc4cccnc43)c2C)c1	.	.	0.0%	-9.0%	?	.	.	?	2.8%
Nc1nc(/C=C/c2cccnc2)nc(-c2ccccc2O)n1	i	i	23.3%	3.7%	-0.9%	-1.6	-0.9%	-6.8%	-30.1%
O=C(NCCc1csc(-c2ccc(C(F)(F)F)cc2)n1)c1cccs1	i	?	0.1%	-1.7%	7.4%	-0.1	1.0%	25.9µM*	-23.0%
Cc1ccc(-n2nnnc2SCC(=O)c2cc(C)n(-c3cc(C)on3)c2C)cc1	i	i	-0.7%	1.5%	-33.7%	-1.4	-0.4%	5.6%	-34.5%
CCCCN(CCCC)C(=O)c1cc2c(=O)n3ccccc3nc2s1	.	.	4.2%	5.2%	-17.7%	.	.	-16.1%	-24.0%
CC(C)(C)c1ccc(C(=O)N2CCC(c3nc(-c4ccc(S(=O)(=O)N5CCCC5)cc4)no3)CC2)cc1	.	.	-0.3%	-16.8%	0.0%	.	.	?	-1.1%
CC(C)CNc1nc(Oc2ccc(=O)n(C)n2)nc(N2CCOCC2)n1	i	i	-0.3%	0.1%	-7.3%	-0.2	2.7%	-10.6%	-4.4%
CC(=O)N(Cc1cccnc1)c1nc2c(C)cc(C)cc2s1	.	.	3.9%	19.1%	0.0%	.	.	.	-18.0%
COc1ccc(Cl)cc1S(=O)(=O)NC(C)C(=O)NCc1cccnc1 (stereo unspecified)	i	i	-0.1%	0.5%	7.3%	-4.6	0.2%	-4.4%	-4.9%
CC(C)c1nnc2n1N=C(c1ccc(Cl)cc1)CS2	i	i	-0.5%	-4.0%	-18.9%	-0.3	1.9%	-13.1%	-21.5%
Cc1c(C(=O)N(CCC#N)c2ccccc2)sc2nc3n(c(=O)c12)CCCC3	i	i	2.0%	0.5%	16.3%	-1.2	-1.7%	13.1%	1.5%
CCOC(=O)c1c(C(C)(C)C)oc2ccc(O)cc12	i	i	-0.5%	-2.8%	?	-1.2	-0.8%	4.4%	-111.7%
CCC(CC)C(=O)Nc1nnc(SCc2cc(=O)c3ccccc3[nH]2)s1	.	i	4.6%	5.6%	-3.5%	.	.	.	-24.9%

Compounds as they come (roughly 4.4% active in at least one column).
